# TrxR1 inh = qHTS Assay for Inhibitors of Mammalian Selenoprotein Thioredoxin Reductase 1 (TrxR1): qHTS. recombinant rTrxR1, NADPH fluorescence consumption, selenite substrate. Potency, µM (titrated, usually from 114 µM), inactives show at the highest dose activity change, negative = inhibition, most hits filed as inhibitors. 390,000 compounds, 1% hits. Thioredoxin reductase 1, cytoplasmic (Rattus norvegicus), O89049; note: % is set by controls: 0 for no effect and ±100 for the full control effect; nearly all actives have a fitted effect of over 65% in size
# Target sequence (O89049 whole entry, looked up): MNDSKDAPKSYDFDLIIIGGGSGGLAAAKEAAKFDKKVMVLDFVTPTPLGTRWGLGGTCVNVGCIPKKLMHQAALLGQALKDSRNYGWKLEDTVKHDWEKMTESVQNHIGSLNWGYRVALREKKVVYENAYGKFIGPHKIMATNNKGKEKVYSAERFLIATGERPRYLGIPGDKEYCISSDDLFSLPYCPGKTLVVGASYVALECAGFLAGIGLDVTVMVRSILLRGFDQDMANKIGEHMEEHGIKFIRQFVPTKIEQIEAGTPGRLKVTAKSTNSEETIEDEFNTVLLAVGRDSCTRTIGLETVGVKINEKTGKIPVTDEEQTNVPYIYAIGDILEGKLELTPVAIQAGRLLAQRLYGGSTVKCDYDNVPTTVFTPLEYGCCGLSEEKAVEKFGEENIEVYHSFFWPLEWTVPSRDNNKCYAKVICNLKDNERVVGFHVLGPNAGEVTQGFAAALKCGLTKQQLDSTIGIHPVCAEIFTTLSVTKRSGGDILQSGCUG
#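 Rat TrxR1 (90 nM in the dispensed reagent) was pre-reduced with 400 uM NADPH for 5 min at room temperature, then incubated with compound for 15 min. After 400 uM selenite was added, NADPH fluorescence (Ex 340/Em 450 nm) was followed for 8 min.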
# JMJD2A Tudor inh = qHTS Assay for Inhibitors of JMJD2A-Tudor Domain; Lysine-specific demethylase 4A (Homo sapiens), O75164; AlphaScreen JMJD2A-Tudor / H3K4me3 peptide binding; Potency, µM (top dose mostly 114 µM), inactives show top-dose activity change, negative = inhibition, actives largely listed as inhibitors; 390,000 compounds, 4.4% hits; AID 504339, 2011; note: % is set by controls: 0 for no effect and ±100 for the full control effect; nearly all actives have a fitted effect of over 50% in size
# Pin1 inhibitor = qHTS Assay to Find Inhibitors of Pin1; Pin1 FP peptide displacement, HiFluor488, 10 min; Potency, µM (titrated, usually from 115 µM), without a hit: at the top dose activity, negative = inhibition, actives largely listed as inhibitors; 390,000 compounds, 0.009% hits; active = well fitted inhibition curve with a large enough effect in the polarisation, with a control signal flat, not every such curve was filed as active; inconclusive = small, poorly fitted or top-dose-only effect, or effect the other way, or a change in a side signal; inactive = no such curve, though single readings can be large or run the other way; the % refers to the polarisation; note: % is set by controls: 0 for no effect and ±100 for the full control effect
# ALOX12 inh = Primary qHTS assay for inhibitors of human arachidonate 12S-lipoxygenase (ALOX12): Round 2; Polyunsaturated fatty acid lipoxygenase ALOX12 (Homo sapiens), P18054; purified 12hLO, xylenol orange hydroperoxide absorbance; Potency, µM (top dose mostly 108 µM), inactives show top-dose activity change, negative = inhibition, actives largely listed as inhibitors; 580,000 compounds, 1.1% hits; AID 1671190, 2021; note: % is set by controls: 0 for no effect and ±100 for the full control effect
#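 Hydroperoxide product was detected by ferrous iron/xylenol orange as the 573 to 405 nm absorbance ratio. Arachidonic acid at 40 uM (final) was turned over for 30 min at room temperature by 150 nM human 12hLO, pH 7.0 Hepes buffer, after 15 min compound preincubation.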
# ERG Ets-DNA blk = qHTS for Small Molecule Inhibitors of the ERG Ets/DNA interaction. fluorescence polarization, His-ERG Ets domain / labelled DNA. Potency, µM (titrated, usually from 76.9 µM), inactives show top-dose FP activity, negative = inhibition, usual class: inhibitors. 370,000 compounds, 0.028% hits; active = well fitted inhibition curve with a large enough effect in the polarisation, with a control signal flat; inconclusive = small, poorly fitted or top-dose-only effect, or effect the other way, or a change in a side signal; inactive = no such curve, though single readings can be large or run the other way; the % refers to the polarisation;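 note: polarization taken with two DNA probes labelled with fluorescein and Texas red; % of control where 0% means no effect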
#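 His-tagged ERG Ets domain (1 uM in the protein solution; 300mM KCl, 50mM Tris-HCl, 1mM EDTA, 1mM DTT, pH 7.5) received compound, then a probe mix of 5 nM fluorescein-DNA and 100nM Texas-615-DNA. Fluorescence polarization was read for both dyes.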
# RGS4 inh = Inhibitors of Regulator of G Protein Signaling (RGS) 4: qHTS; Regulator of G-protein signaling 4 (Homo sapiens), P49798; 390,000 compounds, 0.039% hits; Potency, µM (highest dose often 114 µM), for inactives: at the highest dose activity change, negative = inhibition, most hits filed as inhibitors; Transcreener GDP fluorescence polarization, RGS4-accelerated GTP hydrolysis; note: % is set by controls: 0 for no effect and ±100 for the full control effect; nearly all actives have a fitted effect of over 75% in size; some results filed as inactive show a strong effect at the top dose
# Target sequence (P49798 whole entry, looked up): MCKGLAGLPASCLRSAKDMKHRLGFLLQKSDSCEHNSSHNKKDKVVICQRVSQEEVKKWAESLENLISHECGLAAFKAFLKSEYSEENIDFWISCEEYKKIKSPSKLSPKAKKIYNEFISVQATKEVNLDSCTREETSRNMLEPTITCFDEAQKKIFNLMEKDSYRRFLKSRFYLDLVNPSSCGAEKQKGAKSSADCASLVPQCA
#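 MLSMR compounds (23 nl, pin-transferred) preincubated 10 min at room temperature with a 500nM (2x) first reagent, then RGS4 at 900nM (2x) plus Transcreener GDP mix added; fluorescence polarization (620/688 nm) read before and after 90 min at 30 °C.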
# HP1b chromo inh = HTS for Inhibitors of HP1-beta Chromodomain Interactions with Methylated Histone Tails | AID 540317, 2011 | Chromobox protein homolog 1 (Homo sapiens), P83916 | 390,000 compounds, 0.56% hits | AlphaScreen HP1-beta / biotin-H3K9me3 peptide binding | Potency, µM (top dose mostly 114 µM), inactives show at the top dose activity change, negative = inhibition, usual class: inhibitors; note: nearly all actives have a fitted effect of over 70% in size; inactives centre near 23
# Target sequence (P83916 whole entry, looked up): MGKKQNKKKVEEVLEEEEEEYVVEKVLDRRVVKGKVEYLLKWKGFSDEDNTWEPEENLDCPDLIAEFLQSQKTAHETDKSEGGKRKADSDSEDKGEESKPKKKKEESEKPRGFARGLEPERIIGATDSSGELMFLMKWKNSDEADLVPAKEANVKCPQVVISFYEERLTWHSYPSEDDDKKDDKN
#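 HP1-beta protein (50 nM final) preincubated 30 min at room temperature with biotinylated H3(1-18)K9me3 peptide (50 nM) in PBS pH 7.4, 0.01% Tween-20, then compound added for 30 min. AlphaScreen streptavidin donor/nickel chelate acceptor beads (10 ug/mL final), 30 min dark, luminescence read.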
# GLS inh = qHTS for Inhibitors of Glutaminase (GLS); Potency, µM (titrated, usually from 45.5 µM), for the others: at the highest dose activity change, negative = inhibition, most hits filed as inhibitors; GLS enzymatic activity, qHTS titration; Glutaminase kidney isoform, mitochondrial (Homo sapiens), O94925; 410,000 compounds, 0.21% hits; note: % is set by controls: 0 for no effect and ±100 for the full control effect
#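 hKGA; 45 mM KH2PO4 pH 8.2 + 0.02% Tween-20; cpd via pin tool; 1 mM Gln soln; GluOx/HRP/Amplex Red; RT 30 min; fluor. t0 & final.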
# Tb PGK inh = qHTS Assay to Find Inhibitors of Phosphoglycerate Kinase; Potency, µM (series often up to 57.5 µM), for the others: top-dose activity change, negative = inhibition, usual class: inhibitors; 380,000 compounds, 0.043% hits; Phosphoglycerate kinase, glycosomal (Trypanosoma brucei brucei), P07378; PGK/GAPDH coupled, Kinase-Glo luminescence, 60 min; note: % is set by controls: 0 for no effect and ±100 for the full control effect; nearly all actives have a fitted effect of over 60% in size
#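 Luminescent ATP detection (Kinase-Glo Plus) follows a 60-minute room-temperature incubation, with wells lacking PGK as controls. Buffer: 100 mM TEA (pH 7.6), 5 mM MgCl2, 0.01% Tween-20. Coupling enzyme GAPDH (100 nM final) supplies unstable 1,3-BPG in-well.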
# * = called active by the depositor; i = inactive; ? = inconclusive; . = not tested or not shown; & = joins results of further samples; [ ] = dose if it differs, or a comment. Unless noted, calls come from the whole dose curve; as a rule, active = well fitted curve in the direction sought with a large enough effect; inconclusive = small, poorly fitted or top-dose-only effect, or another doubt; inactive = no such curve, though single readings can be large; an effect the other way counts as inactive or inconclusive. Potency is the fitted concentration of half-maximal effect.
SMILES,TrxR1 inh,JMJD2A Tudor inh,Pin1 inhibitor,ALOX12 inh,ERG Ets-DNA blk,RGS4 inh,HP1b chromo inh,GLS inh,Tb PGK inh
O=C(Nc1cccnc1)Nc1ccc(Cl)cc1Cl,12%,?,-13%,25µM*,0%,-10%,42%[activator],3%,.
COCCNC(=O)[C@@]1(C)C=C[C@@H](Cc2ccccc2)N1C(=O)c1ccccc1,-6%[57.1 µM],-12%,0%,-12%,5%,20%,31%,2%,-14%
Cn1c(N)nc2nc(CCc3ccccc3)c(=O)[nH]c2c1=O,17%,-22%,?,0%,18%,-5%,15%,?,-2%
CC(C)C(NS(=O)(=O)c1cc(C(=O)O)ccc1Cl)C(=O)O (configuration not stated),9%,-11%,-5%,?,0%,-27%,25%,6%,i
COc1ccccc1OCC(=O)Nc1nc(-c2ccc(S(=O)(=O)N3CCOCC3)cc2)cs1,12%[57.1 µM],2%,18%,-32%,-6%,25%,17%,?,0%
N#C/C(=N\Nc1ccc(Cl)cc1)C(=O)c1ccccc1,-11%,45µM*,2%,?,-9%,-11%,?,-6%,-1%
COc1cc(C(=O)Nc2ccc3c(c2)OCCO3)c(-n2cnnn2)cc1OC,5%,-13%,-4%,-24%,5%,-23%,47%[activator],1%,i
COc1ccccc1NC(=O)CN(c1ccccc1)S(=O)(=O)c1ccccc1,6%,-12%,?,8%,17%,-3%,40%,5%,10%
CCOc1ccccc1NC(=O)CSc1cc(=O)n(CC)c2ccccc12,13%,-14%,5%,-4%,5%,8%,42%[activator],5%,i
CCN(CC)c1ccc(/C=N/NC(=O)c2cccc(S(=O)(=O)Nc3ccccc3OC)c2)c(O)c1,20%[57.1 µM],-4%,?,8%,3%,-1%,67%[activator],?,1%
NC(=O)COC(=O)C1CSC2(c3ccc(F)cc3)CCC(=O)N12 (configuration not stated),18%,-14%,0%,-10%,-5%,9%,-30%,17%,i
CCc1ccc2c(CN3CCN(S(=O)(=O)c4ccc5c(c4)OCCO5)CC3)cc(=O)oc2c1,1%,-7%,24%,9%&-9%,11%,-4%,20%,-5%,-1%
Cc1cccc(C)c1NC(=O)COC(=O)C1Cc2ccccc2CN1C(=O)c1ccccc1 (configuration not stated),-7%,-23%,0%,0%,35%[activator],-9%,14%,1%,-5%
O=C1OCC2=C1C(c1ccccc1)CC(=O)N2c1cccc(F)c1 (configuration not stated),4%[57.1 µM],11%,0%,2%,0%,-23%,25%,-17%,-6%
O=C1CCCC2=C1Sc1ccc(Cl)cc1N2,22%,-13%,?,?,13%,-19%,20%,-1%,-6%
O=C1CN(C(=O)c2ccc(Cl)c(S(=O)(=O)N3CCc4ccccc43)c2)c2ccccc2N1,8%,-31%,27%,-11%,-9%,-22%,-3%,-13%,i
Cc1ccc(NC(=O)CSc2nc3c(c(=O)[nH]2)CCCC3)cc1C,20%,-32%,2%,-8%,3%,-4%[11.4 µM],34%,5%,-8%
CCOc1ccc(OCC)c(NC(=O)CN(c2ccc(C)cc2)S(=O)(=O)c2c(C)noc2C)c1,4%,-4%[11.4 µM],-1%,-23%,-8%,-9%[11.4 µM],-19%,-1%,-4%
O=C(NCc1ccc(F)cc1)C(c1cccs1)N(C(=O)c1csnn1)C1CC1 (configuration not stated),-5%,-8%,-2%,-19%,2%,45%,30%,-5%,4%
O=C(O)c1ccc(N=c2oc3cc(O)ccc3cc2C(=O)NCc2ccccc2)cc1,2%,?,?,-26%,-8%,-7%[56.9 µM],20%,5%,-9%
Cc1ccccc1C(=O)N1CCC(C(=O)N(CC(C)C)c2c(N)n(CC(C)C)c(=O)[nH]c2=O)CC1,51%,-14%,-1%,3%,3%,0%,28%,1%,-7%
CN1CCN(c2nc3c(S(=O)(=O)c4ccc(Cl)cc4)nnn3c3ccsc23)CC1,2%,-13%,-6%,-27%,-1%,-16%,45%[activator],-2%,-2%
CCn1c(SCC(=O)NNC(=O)Cc2ccccc2)nnc1-c1ccncc1,12%[57.1 µM],-2%,0%,0%,0%,-14%,13%,-23%,i
O=C(NC1CCCCC1)c1cccc2c1C(=O)c1ccc(-c3ccc(OC(F)(F)F)cc3)cc1S2(=O)=O,21%[57.1 µM],-14%,-4%,6%,2%,1%,23%,5%,4%
Clc1ccc(-c2ccc(CN3CCCCC3)o2)cc1,1%,-31%,-4%,?,-3%,-5%,11%,1%,-7%

# Three of the entries above in order of their number in TrxR1 inh, highest first:
SMILES,TrxR1 inh,JMJD2A Tudor inh,Pin1 inhibitor,ALOX12 inh,ERG Ets-DNA blk,RGS4 inh,HP1b chromo inh,GLS inh,Tb PGK inh
O=C1CCCC2=C1Sc1ccc(Cl)cc1N2,22%,-13%,?,?,13%,-19%,20%,-1%,-6%
COc1cc(C(=O)Nc2ccc3c(c2)OCCO3)c(-n2cnnn2)cc1OC,5%,-13%,-4%,-24%,5%,-23%,47%[activator],1%,i
CCc1ccc2c(CN3CCN(S(=O)(=O)c4ccc5c(c4)OCCO5)CC3)cc(=O)oc2c1,1%,-7%,24%,9%&-9%,11%,-4%,20%,-5%,-1%

# Quoted from the listing.
# O=C1OCC2=C1C(c1ccccc1)CC(=O)N2c1cccc(F)c1 (configuration not stated) | ALOX12 inh: 2%
# COc1ccccc1OCC(=O)Nc1nc(-c2ccc(S(=O)(=O)N3CCOCC3)cc2)cs1 | ERG Ets-DNA blk: -6%
# O=C(O)c1ccc(N=c2oc3cc(O)ccc3cc2C(=O)NCc2ccccc2)cc1 | ERG Ets-DNA blk: -8%
# Cc1ccccc1C(=O)N1CCC(C(=O)N(CC(C)C)c2c(N)n(CC(C)C)c(=O)[nH]c2=O)CC1 | HP1b chromo inh: 28%
# Clc1ccc(-c2ccc(CN3CCCCC3)o2)cc1 | ERG Ets-DNA blk: -3%
# O=C(Nc1cccnc1)Nc1ccc(Cl)cc1Cl | RGS4 inh: -10%

# (listing goes on)
SMILES,TrxR1 inh,JMJD2A Tudor inh,Pin1 inhibitor,ALOX12 inh,ERG Ets-DNA blk,RGS4 inh,HP1b chromo inh,GLS inh,Tb PGK inh
C=CCn1c2ccccc2c(=O)c2cc(C#CC3(O)CCCCC3)ccc21,10%,50%[activator],20%,-8%,6%,-7%,118%[activator],3%,-3%
O=C(NCCCN1CCN(c2ccc(F)cc2)CC1)c1ccc2nc(Cc3ccccc3)oc2c1,11%[57.1 µM],?,?,?,-1%,12%,-9%[57 µM],22%,10%
CCOC(=O)c1cn(CC)c2c(ccc3ccccc32)c1=O,16%[57.1 µM],208%[activator],0%,0%,1%,-17%,239%[activator],-13%,-5%
CCC(C(=O)NCCc1ccco1)n1nc(C)c2c(C)n(-c3ccccc3)nc2c1=O (configuration not stated),12%[57.1 µM],-18%,-10%,-6%,1%,-15%[56.9 µM],37%,8%,-10%
CC(Oc1ccc(Cl)cc1Cl)C(=O)NNC(=O)c1ccncc1 (configuration not stated),23%,-7%,-8%,4%,7%,-16%,49%,-1%,-8%
CCCCCN1CSC(=S)N(Cc2ccccc2)C1,?,20%,1%,?,-6%,14%,91%[activator],0%,3%
CC(C)(C)N(Cc1ccccc1)C(=O)COC(=O)C1=NN(c2ccccc2)C(=O)CC1,16%,-17%,16%,?,3%,-8%,9%,1%,-10%
CC(C)CN(C(=O)COc1ccc2ccc(=O)oc2c1)C1CCS(=O)(=O)C1 (configuration not stated),1%,-9%,-2%,-3%&8%,16%,-9%,60%[activator],-3%,-6%
CCS(=O)(=O)N1CCc2cc(C(=O)N3CCN(c4ccccc4OC)CC3)ccc21,-1%,-13%,0%,-25%,2%,20%,40%[activator],12%,1%
Cc1ccc(N(Cc2ccc([N+](=O)[O-])cc2)C(=O)c2ccco2)cc1C,-10%,-34%,1%,-2%,.,4%,0%,7%,2%
CCn1nc(C)c(NC(=O)/C=C/c2cnn(C)c2C)c1C,4%,-16%,-2%,24%,-3%,15%,24%,1%,1%
CC(C)C(NC(=S)NCc1ccccc1)C(=O)O (configuration not stated),10%[57.1 µM],-4%,-6%,-9%,5%,-28%,34%[activator],17%,i
CCc1nn(CC(=O)NCCN2CCN(C)CC2)c(=O)c2cc3c(OC)cccc3n12,26%,24%,-7%,3%,2%,4%,56%[activator],10%,-8%

# These rows are one share of the data; rates above refer to the full screens.
